Screening results from PubChem.
EZH2 inh = EZH2/PRC2 methyltransferase inhibitors, primary screen, biochemical, DELFIA time-resolved fluorescence, single point; PRC2 H3K27 methylation, DELFIA TRF, 1 h; inhibition, % at 12.5 µM; 0.35% of 57,000 active; AID 651548, 2012;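 active = mean inhibition of replicates at least 50% and every single replicate also reaching 50%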;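 note: dimethyl H3K27 on biotinylated H3 21-44 peptide detected by antibody; plate controls were median neutral control wells for no effect and median positive control wells for full effect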
Target sequence (Q15910 whole entry, looked up): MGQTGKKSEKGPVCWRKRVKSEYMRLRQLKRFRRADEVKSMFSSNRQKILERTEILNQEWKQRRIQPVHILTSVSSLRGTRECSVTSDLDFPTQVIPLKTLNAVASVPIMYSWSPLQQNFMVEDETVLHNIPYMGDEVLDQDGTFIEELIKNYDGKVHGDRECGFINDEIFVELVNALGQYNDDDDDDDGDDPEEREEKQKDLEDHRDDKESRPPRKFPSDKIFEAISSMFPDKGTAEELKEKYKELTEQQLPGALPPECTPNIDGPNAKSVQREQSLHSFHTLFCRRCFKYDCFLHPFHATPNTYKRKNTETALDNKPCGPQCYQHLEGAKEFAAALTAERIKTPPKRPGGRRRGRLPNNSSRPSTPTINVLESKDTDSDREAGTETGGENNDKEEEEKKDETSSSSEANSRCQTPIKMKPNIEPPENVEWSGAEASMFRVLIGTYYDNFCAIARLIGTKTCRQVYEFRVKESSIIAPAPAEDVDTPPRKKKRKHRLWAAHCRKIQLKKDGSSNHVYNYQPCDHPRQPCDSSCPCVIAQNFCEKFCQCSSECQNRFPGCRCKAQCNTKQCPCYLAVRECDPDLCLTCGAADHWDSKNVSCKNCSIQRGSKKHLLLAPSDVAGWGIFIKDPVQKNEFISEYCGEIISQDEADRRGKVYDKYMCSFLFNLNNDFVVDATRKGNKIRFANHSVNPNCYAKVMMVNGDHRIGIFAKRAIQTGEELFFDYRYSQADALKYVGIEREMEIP
IDH1 mut inh = inhibitors of IDH1 R132H reductase, primary screen, biochemical, plate reader, single point; Isocitrate dehydrogenase [NADP] cytoplasmic (Homo sapiens), O75874; diaphorase/resazurin fluorescence, 60 min; inhibition, % at 10 µM; 0.18% of 70,000 active; AID 624101, 2012; in the data active = inhibition above about 34%;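 note: 0% = DMSO and 100% = no enzyme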
Numbers without * were called inactive; x = not tested or not shown. The list is partial; the hit share may differ from the screen's.

SMILES | EZH2 inh | IDH1 mut inh
C=CC1(C)C[C@H](OC(=O)C(C)CO)[C@H]2C(=C)C(=O)O[C@@H]2C1C(=C)CO (some centres undefined) | x | 1.8
C[C@H]1CN([C@@H](C)CO)C(=O)c2cc(NC(=O)c3ccncc3)ccc2O[C@@H]1CN(C)Cc1ccccc1 | 4 | 1.5
CC(C)NC(=O)N(C)C[C@@H]1Oc2ncc(C#Cc3ccccc3F)cc2C(=O)N([C@@H](C)CO)C[C@H]1C | -15 | x
C[C@@H]1CN([C@@H](C)CO)C(=O)c2cc(C#CCN(C)C)cnc2O[C@@H]1CN(C)Cc1ccccc1 | -2 | -0.8
COc1ccc(S(=O)(=O)N(C)C[C@@H]2Oc3ccc(NC(=O)CCCCCC(=O)Nc4ccccc4N)cc3CC(=O)N([C@@H](C)CO)C[C@H]2C)cc1 | x | 1.6
C[C@@H]1CN([C@H](C)CO)C(=O)c2cccc(N(C)C)c2O[C@H]1CN(C)Cc1ccc(C(=O)O)cc1 | -4 | x
CC(=O)N(C)C[C@@H]1Oc2cc(C#Cc3cccnc3)ccc2S(=O)(=O)N([C@H](C)CO)C[C@@H]1C | 0 | 0.2
CCCNC(=O)NS(=O)(=O)c1ccc(Cl)cc1 | x | 1.0
C[C@@H]1CN([C@H](C)CO)C(=O)Cc2cc(NC(=O)Nc3ccc(F)cc3)ccc2O[C@H]1CN(C)CC1CCCCC1 | -17 | 0.5
COc1ccc(-n2c(SCC(=O)N(c3ccccc3)c3ccccc3)nc3ccccc3c2=O)cc1 | -3 | 0.0
C[C@@H]1CN([C@@H](C)CO)C(=O)c2cc(NS(C)(=O)=O)ccc2O[C@@H]1CN(C)C(=O)Nc1ccc(F)cc1 | -2 | 0.8
C=CCn1c(SCc2nc3ccccc3[nH]2)nnc1-c1cccc(C)c1 | -4 | 0.5
C[C@@H]1CN([C@@H](C)CO)C(=O)c2cc(NC(=O)C3CC3)ccc2O[C@@H]1CN(C)C(=O)Nc1ccccc1 | 4 | 1.0
Cc1ccc(S(=O)(=O)N(C)C[C@@H]2Oc3ccc(NS(=O)(=O)c4ccc(Cl)cc4)cc3C(=O)N([C@@H](C)CO)C[C@@H]2C)cc1 | x | -0.5
CC(C)CC#Cc1ccc2c(c1)O[C@H](CN(C)Cc1cccnc1)[C@H](C)CN([C@@H](C)CO)S2(=O)=O | 10 | -0.1
C[C@H](CO)N1C[C@H](C)[C@H](CN(C)C(=O)Nc2ccccc2)Oc2ccc(NC(=O)CCN3CCOCC3)cc2CC1=O | 1 | -0.9
O=C(NCC[C@H]1CC[C@@H](NC(=O)C2CCOCC2)[C@H](CO)O1)Nc1ccc(Cl)cc1 | 3 | -0.1
O=C(NCCCN1CCOCC1)Nc1ccc(Cl)cc1 | 4 | 0.0
COc1ccc(NC(=O)N(C)C[C@H]2OCc3ccccc3-c3c(n(C)c4ccccc34)C(=O)N([C@H](C)CO)C[C@H]2C)c(OC)c1 | -16 | -1.1
CCCNC(=O)Nc1ccc2c(c1)C(=O)N(C)C[C@H](OC)[C@H](C)CN(C(C)=O)[C@H](C)CO2 | 8 | -0.4
C[C@@H]1CCCCO[C@@H](CN(C)Cc2ccccc2)[C@H](C)CN([C@H](C)CO)C(=O)c2cc(N(C)C)ccc2O1 | -10 | 1.9
O=C(C[C@H]1C[C@@H]2c3cc(NS(=O)(=O)c4ccc(F)cc4)ccc3O[C@@H]2[C@@H](CO)O1)NCc1ccncc1 | -2 | 1.6
CO[C@H]1CN(C)C(=O)c2cc(NC(=O)Nc3ccc(Cl)cc3)ccc2OC[C@H](C)N(C(=O)Nc2c(C)noc2C)C[C@@H]1C | 3 | x
COc1ccc(NC(=O)N(C)C[C@H]2OCCCC[C@H](C)Oc3ccc(NC(=O)c4ccccc4)cc3C(=O)N([C@@H](C)CO)C[C@@H]2C)cc1 | x | -0.7
C[C@@H]1CN([C@@H](C)CO)S(=O)(=O)c2ccc(C#Cc3ccccc3)cc2O[C@@H]1CN(C)C(=O)C1CC1 | -12 | -0.3
SMILES | EZH2 inh | IDH1 mut inh
Cc1noc(C)c1NC(=O)N(C)C[C@H]1Oc2ncc(/C=C/c3ccccc3)cc2C(=O)N([C@@H](C)CO)C[C@@H]1C | 3 | -0.7
COc1ccc(NC(=O)Nc2ccc3c(c2)C(=O)N([C@H](C)CO)C[C@@H](C)[C@H](CN(C)Cc2ccc(C(F)(F)F)cc2)OCCCC[C@@H](C)O3)cc1 | x | 1.5
CC(C)NC(=O)N(C)C[C@H]1Oc2ncc(C#CC3CC3)cc2C(=O)N([C@H](C)CO)C[C@H]1C | 4 | -0.3
COc1cccc(NC(=O)c2cc([N+](=O)[O-])ccc2NCc2cccnc2)c1 | -1 | -0.3
O=C(C[C@H]1C[C@@H]2c3cc(NC(=O)c4cccnc4)ccc3O[C@@H]2[C@@H](CO)O1)NCc1ccc(Oc2ccccc2)cc1 | -8 | -0.3
C[C@@H]1CCCCO[C@H](CN(C)Cc2ccccc2)[C@H](C)CN([C@@H](C)CO)C(=O)c2cc(NS(C)(=O)=O)ccc2O1 | -4 | -3.8
CC(C)CC#Cc1cnc2c(c1)C(=O)N([C@H](C)CO)C[C@H](C)[C@@H](CN(C)CC1CCOCC1)O2 | x | -0.3
CC(C)NC(=O)Nc1ccc2c(c1)CC(=O)N([C@H](C)CO)C[C@H](C)[C@H](CN(C)Cc1ccc(-c3ccccc3)cc1)O2 | -13 | 0.3
O=C(NCC[C@@H]1CC[C@@H](NS(=O)(=O)c2ccc(F)cc2)[C@@H](CO)O1)c1ccc2c(c1)OCO2 | -4 | -0.3
CO[C@@H]1CN(C)C(=O)c2ccc(NC(=O)c3cc(C)on3)cc2OC[C@@H](C)N(S(=O)(=O)c2ccccc2)C[C@H]1C | -11 | 0.3
O=C(C[C@@H]1C[C@@H]2c3cc(NC(=O)c4ccc5c(c4)OCO5)ccc3O[C@@H]2[C@H](CO)O1)NCCc1ccccc1 | -2 | 0.0
C[C@H]1CN([C@@H](C)CO)C(=O)c2cccc(NC(=O)Nc3ccc(F)cc3)c2O[C@@H]1CN(C)S(=O)(=O)c1ccc(Cl)cc1 | x | 0.5
C[C@H]1CN([C@@H](C)CO)C(=O)c2cc(NS(=O)(=O)c3ccc(F)cc3)ccc2O[C@@H]1CN(C)S(=O)(=O)c1cn(C)cn1 | x | 0.1
C[C@H]1CN([C@@H](C)CO)C(=O)c2cc(NS(=O)(=O)c3ccc(Cl)cc3)ccc2O[C@H]1CN(C)CC1CCCCC1 | 0 | x
O=C(CN1CCOCC1)NCC[C@H]1CC[C@@H](NC(=O)Nc2ccccc2)[C@@H](CO)O1 | 6 | 0.1
C[C@@H]1CN([C@H](C)CO)C(=O)c2cc(C3=CCCCC3)cnc2O[C@H]1CN(C)C(=O)c1cccc(F)c1 | x | -0.5
C[C@H]1CCCCO[C@H](CN(C)C(=O)CCCN(C)C)[C@@H](C)CN([C@@H](C)CO)C(=O)c2cc(NC(=O)c3ccncc3)ccc2O1 | x | 3.6
Cc1noc(C)c1S(=O)(=O)Nc1ccc2c(c1)CC(=O)N([C@@H](C)CO)C[C@H](C)[C@@H](CN(C)CC1CCCCC1)O2 | -7 | 0.2
C[C@@H]1CN([C@H](C)CO)C(=O)CCCn2cc(nn2)CO[C@H]1CN(C)S(=O)(=O)c1ccc(-c2ccccc2)cc1 | x | 1.2
C[C@H](CO)N1C[C@H](C)[C@@H](CN(C)S(=O)(=O)c2ccc(Cl)cc2)Oc2c(NC(=O)Nc3ccc(F)cc3)cccc2C1=O | x | -1.0
C[C@@H]1CC[C@]2(C(=O)O)CC[C@]3(C(=O)O)C(=CCC4[C@@]5(C)CC[C@H](O[C@@H]6O[C@H](C)[C@H](O)[C@H](O)[C@H]6O)C(C)(C)C5CC[C@]43C)C2[C@H]1C (some centres undefined) | -14 | -0.4
Cc1ccc(S(=O)(=O)Nc2ccc3c(c2)C(=O)N([C@@H](C)CO)C[C@@H](C)[C@@H](CN(C)C(=O)Nc2ccccc2)O3)cc1 | 15 | -1.7
Cc1ccc(C2=NN(C(=O)CCC(=O)O)C(c3ccc(F)cc3)C2)cc1 (centres undefined) | 8 | 0.5
C[C@@H](NC(=O)N(C)C[C@@H]1OCc2ccccc2-c2ccccc2C(=O)N([C@@H](C)CO)C[C@@H]1C)c1ccccc1 | 2 | x
Cc1ccc(-c2cnc3c(c2)C(=O)N([C@H](C)CO)C[C@H](C)[C@@H](CN(C)C)O3)cc1 | 3 | 1.7

Entries listed so far that have an aryl methoxy group:
SMILES | EZH2 inh | IDH1 mut inh
COc1ccc(S(=O)(=O)N(C)C[C@@H]2Oc3ccc(NC(=O)CCCCCC(=O)Nc4ccccc4N)cc3CC(=O)N([C@@H](C)CO)C[C@H]2C)cc1 | x | 1.6
COc1ccc(-n2c(SCC(=O)N(c3ccccc3)c3ccccc3)nc3ccccc3c2=O)cc1 | -3 | 0.0
COc1ccc(NC(=O)N(C)C[C@H]2OCc3ccccc3-c3c(n(C)c4ccccc34)C(=O)N([C@H](C)CO)C[C@H]2C)c(OC)c1 | -16 | -1.1
COc1ccc(NC(=O)N(C)C[C@H]2OCCCC[C@H](C)Oc3ccc(NC(=O)c4ccccc4)cc3C(=O)N([C@@H](C)CO)C[C@@H]2C)cc1 | x | -0.7
COc1ccc(NC(=O)Nc2ccc3c(c2)C(=O)N([C@H](C)CO)C[C@@H](C)[C@H](CN(C)Cc2ccc(C(F)(F)F)cc2)OCCCC[C@@H](C)O3)cc1 | x | 1.5
COc1cccc(NC(=O)c2cc([N+](=O)[O-])ccc2NCc2cccnc2)c1 | -1 | -0.3

Among those listed so far, these have two or more sulfur atoms.
SMILES | EZH2 inh | IDH1 mut inh
Cc1ccc(S(=O)(=O)N(C)C[C@@H]2Oc3ccc(NS(=O)(=O)c4ccc(Cl)cc4)cc3C(=O)N([C@@H](C)CO)C[C@@H]2C)cc1 | x | -0.5
C[C@H]1CN([C@@H](C)CO)C(=O)c2cc(NS(=O)(=O)c3ccc(F)cc3)ccc2O[C@@H]1CN(C)S(=O)(=O)c1cn(C)cn1 | x | 0.1

Additional compounds.
SMILES | EZH2 inh | IDH1 mut inh
COc1ccc(C(=O)CSc2ncn(-c3ccccc3)n2)cc1OC | 6 | -0.1
COC(=O)c1sccc1NC(=O)CN1c2cccc3cccc(c23)S1(=O)=O | 4 | 0.1
CNC[C@H]1Oc2c(NC(=O)Nc3ccc4c(c3)OCO4)cccc2C(=O)N([C@H](C)CO)C[C@@H]1C | 1 | 0.1
CC(C)C#Cc1ccc2c(c1)O[C@@H](CN(C)C(=O)c1cccc(F)c1)[C@H](C)CN([C@@H](C)CO)S2(=O)=O | -5 | 5.8
CCCNC(=O)N(C)C[C@H]1Oc2ncc(C#CC3CCCCC3)cc2C(=O)N([C@H](C)CO)C[C@@H]1C | 4 | x
Cc1noc(C)c1NC(=O)Nc1ccc2c(c1)C(=O)N([C@@H](C)CO)C[C@@H](C)[C@H](CN(C)Cc1ccncc1)O2 | -2 | x
COc1ccc(CN(C)C[C@@H]2Oc3ccc(NC(=O)CCC(F)(F)F)cc3C(=O)N([C@H](C)CO)C[C@@H]2C)cc1 | x | 0.5
Cc1nn(CC(=O)Nc2ccc(O)cc2)c(C)c1[N+](=O)[O-] | -11 | 0.1
C[C@@H]1CN([C@@H](C)CO)C(=O)c2cc(-c3cncnc3)cnc2O[C@@H]1CN(C)C(=O)c1ccccc1F | x | 0.4
O=C(CCCC(=O)Nc1ccccc1)Nc1ccccc1 | x | 6.5
CCC(=O)N(C)C[C@@H]1Oc2cc(Br)ccc2S(=O)(=O)N([C@H](C)CO)C[C@H]1C | -2 | -1.5
C[C@@H]1CN([C@@H](C)CO)C(=O)c2c(c3ccccc3n2C)-c2ccccc2CO[C@H]1CN(C)C | 2 | -1.5
C[C@H]1CN([C@@H](C)CO)C(=O)Cc2cc(NC(=O)CCN3CCOCC3)ccc2O[C@H]1CN(C)S(=O)(=O)c1ccccc1 | x | 0.0
C[C@@H]1CN([C@H](C)CO)C(=O)c2cccc(NS(=O)(=O)c3ccccc3)c2O[C@H]1CN(C)S(=O)(=O)c1ccc(Cl)cc1 | x | 0.8
COc1ccc(NC(=O)N(C)C[C@H]2Oc3ccc(NC(=O)Cc4ccccc4)cc3C(=O)N([C@H](C)CO)C[C@H]2C)cc1 | -6 | -4.2
COc1ccc(S(=O)(=O)N[C@@H]2CC[C@@H](CC(=O)N3CCc4ccccc4C3)O[C@@H]2CO)cc1 | 12 | -0.2
COc1ccc(S(=O)(=O)Nc2ccc3c(c2)C(=O)N([C@H](C)CO)C[C@H](C)[C@H](CN(C)C(=O)NC2CCCCC2)O3)cc1 | x | -2.4
COc1ccc(CN(C)C[C@H]2Oc3ccc(NC(=O)Nc4ccccc4)cc3C(=O)N([C@H](C)CO)C[C@H]2C)cc1 | x | 0.7
CC(C)NC(=O)N(C)C[C@H]1OCCCC[C@@H](C)Oc2ccc(NS(C)(=O)=O)cc2C(=O)N([C@@H](C)CO)C[C@H]1C | x | 0.3
O=C(Nc1ccc(F)cc1)Nc1ccc2c(c1)[C@H]1C[C@@H](CC(=O)N3CCCCC3)O[C@@H](CO)[C@H]1O2 | -7 | -0.4
CC(C)NC(=O)Nc1ccc2c(c1)CC(=O)N([C@H](C)CO)C[C@H](C)[C@@H](CN(C)Cc1ccc(C(=O)Nc3ccccc3N)cc1)O2 | x | -0.4
COc1ccc2c3c1OC1CC(O)C=CC31CCN(C)C2 (centres undefined) | x | -1.8
O=C(C[C@H]1CC[C@H](NC(=O)c2ccccc2)[C@@H](CO)O1)NCc1ccncn1 | 7 | 0.2
Cc1cc(C)c(NC(=O)CSc2nnc(-c3ccccc3)n2-c2ccc(F)cc2)c(C)c1 | -2 | 0.0
Cc1ccccc1S(=O)(=O)N(C)C[C@H]1OCc2ccccc2-c2ccccc2C(=O)N([C@H](C)CO)C[C@@H]1C | 4 | -5.4
O=C1O[C@H](c2ccccc2)[C@H](c2ccccc2)N2[C@H]1[C@@H](C(=O)O)[C@]1(C(=O)Nc3ccc(C#CC4(O)CCCCCC4)cc31)[C@H]2c1ccc(OCCO)cc1 | 39 | 0.2
